ARNT-TACC3 inh – disrupts binding between human ARNT and TACC3 | AlphaScreen His-ARNT PAS-B/GST-TACC3 binding, luminescence; TACC3 fragment carries E629A point mutation | AID 623870 | inhibition, % at 9.99 µM | Q9Y6A5 | actives 0.66% (n = 390,000);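 active = mean inhibition of replicates at least 50% and at least half of replicates each reaching 50%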;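 also: 0% = complete ARNT plus TACC3 wells and 100% = ARNT alone without TACC3; many hits fall short of the cut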
An asterisk follows results filed as active. The list is partial; count on the stated rates, not on these rows.

SMILES	ARNT-TACC3 inh
CC(C)CCCCCCCCCCCCC(=O)NCC(=O)NC1C(O)C(O)C(Nc2ncnc3nc[nH]c23)OC1C(O)CO (stereo unspecified)	-1
O=C(CCc1ccccc1)Nc1cc(Cl)ccc1O	-3
COc1cc(C(=O)Nc2ccc(O)cc2C(=O)O)ccc1OC(C)=O	-1
Cc1ccc(NC(=O)C(c2ccccc2)N(C)C)cc1Cl (stereo unspecified)	3
Cc1[nH]c(=O)cc2ccccc12	0
COc1ccc(N(Cc2cc3cccc(C)c3[nH]c2=O)S(C)(=O)=O)cc1	-2
CCCC(=O)Nc1nc2nc(C)cc(=O)n2[nH]1	-9
Cc1ccc(N/N=C(\Cc2nc3ccccc3[nH]2)c2ccccc2)cc1	4
O=C1CC(c2ccco2)Cc2nc(Nc3nc(-c4ccccc4)c4ccccc4n3)ncc21 (stereo unspecified)	-5
Cc1ccccc1NC(=O)/C(=C\c1cccs1)NC(=O)c1ccco1	-5
O=C(/C=C/c1cccc([N+](=O)[O-])c1)NCCSc1ccccc1	5
[O-]C(=C(C(=S)Nc1cccc2ccccc12)[n+]1ccccc1)c1ccc2c(c1)OCCO2	9
CN(C1CCS(=O)(=O)C1)S(=O)C12CC3CC(CC(C3)C1)C2 (stereo unspecified)	-9
CN(NC(=O)c1cccc(Cl)c1)c1nc(-c2ccccc2)nnc1C(F)(F)F	-1
Cc1ccc(NC(=O)Cn2cccc2)c(C)c1	-15
O=C(Cn1ncc(Cl)c(Cl)c1=O)c1ccc(Cl)cc1	-15
O=C(O)/C=C/c1ccccc1Oc1ccccc1	-6
Cc1nc(-c2coc3cc(O)c(C)cc3c2=O)cs1	-4
CCNC(=S)N1CC(C)OC(C)C1 (stereo unspecified)	-1
O=C(COC(=O)c1ccccn1)Nc1cc(Cl)ccc1Cl	17
CN(C)S(=O)(=O)Oc1ccsc1C(=O)Nc1ccc(Cl)cc1	1
C=CCN1CCN(Cc2cnc(Cl)s2)CC1	-1
CC(C)(C)NC(=O)C(=O)N/N=C/c1ccc(Br)cc1	5
OCCCn1c(-c2ccccc2)n[nH]c1=S	-3
O=C(C=C1SCCS1)/C=C/c1ccco1	6
Cc1nn(-c2ccccc2)c(C)c1/C=N\N1CCN(c2ccc(Cl)cc2)CC1	-2
Cc1cccc(NC(=O)Nc2cccc(Oc3c(F)c(F)c(F)c(F)c3F)c2)c1	-4
COc1ccc(-n2ncc3c(NCc4ccc5c(c4)OCO5)ncnc32)cc1	1
Cc1cc(=O)n2cc(-c3ccccc3)nc2[nH]1	-1
Cc1ccc(C(=O)NC(=S)Nc2ccc(S(=O)(=O)N3CCN(C)CC3)cc2)cc1	10
Cc1ccc(NC(=O)c2ccc(Cl)c(N3C(=O)C=CC3=O)c2)cc1	3
CCc1ccc(C2=NN(c3ccc(S(N)(=O)=O)cc3)C(c3ccc(F)cc3)C2)cc1 (stereo unspecified)	-14
CCC(=O)N(Cc1cc2ccc(C)cc2n2nnnc12)C1CCCCC1	-13
CC1CN(c2oc(Cc3cccc4ccccc34)nc2C#N)CC(C)O1 (stereo unspecified)	34
O=C(Cc1ccc(Cl)cc1)NCc1nc(-c2ccccc2)no1	-6
CCOc1ccccc1-c1c2cc(O)c(=O)cc-2oc2cc(O)c(O)cc12	10
O=c1c2oc3ccccc3c2ncn1Cc1ccccc1F	-6
CC1=NN(c2ccc(Cl)cc2)C(=O)C1C(c1cccc(O)c1)c1c(C)[nH]n(-c2ccc(Cl)cc2)c1=O (stereo unspecified)	-2
O=C(CCn1c(=O)oc2ccccc21)NCCCN1CCN(c2ccc(F)cc2)CC1	0
COc1cccc2c(=O)ccoc12	-5
O=C(CNC(=O)OCc1ccccc1)NCC(=O)N1CCCC1C(=O)OCc1ccccc1 (stereo unspecified)	-2
COc1cccc(Nc2nc(-c3ccc4c(c3)OCCO4)cs2)c1	-16
COc1cc(/C=N/N2CCN(C3c4ccccc4-c4ccccc43)CC2)ccc1O	-41
Cc1cc(C(=O)Nc2nc3c(C)cccc3s2)c(C)o1	27
Brc1ccc(C=Nc2ccc(Nc3ccccc3)cc2)s1	4
CCC(C)(C)n1nnnc1CN1CCN(c2nc3ccc(C)cc3cc2C#N)CC1	-1
CCOc1ccc2nc(NC(=O)CCC(=O)c3cccs3)sc2c1	-11
O=C(CC(=O)c1ccccc1O)c1cccc(F)c1	7

Individual results from the list:
ARNT-TACC3 inh result of O=C(CC(=O)c1ccccc1O)c1cccc(F)c1 : 7
ARNT-TACC3 inh result of O=c1c2oc3ccccc3c2ncn1Cc1ccccc1F : -6

Next section:
SMILES	ARNT-TACC3 inh
O=[N+]([O-])c1cc(/C=N/N2CCN(Cc3ccccc3)CC2)ccc1Cl	7
Cc1cc(NC(=O)CSCCO)no1	-4
CCn1c(Cc2ccccc2)nnc1SCC(=O)NC1CC1	-2
CCC(C)(C)n1nnnc1C(c1ccc2ncccc2c1)N1CCN(Cc2ccc3c(c2)OCO3)CC1 (stereo unspecified)	34
CCOC(=O)CN1NC2(CCCC(C)C2)NC1=S (stereo unspecified)	-2
CCOC(=O)c1nnn(-c2nonc2N)c1COc1c(C=O)cccc1OC	-14
Clc1ccc(-c2noc(CCCc3ccccc3)n2)cc1	0
O=C(Nc1nnc(SCc2ccc(Cl)cc2)s1)C1CCCO1 (stereo unspecified)	5
COc1cc2[nH]c(=O)n(CCC(=O)N3CCc4ccccc4C3)c(=O)c2cc1OC	3
CCCn1c(CC)nc([N+](=O)[O-])c1Sc1ccc(F)cc1	-3
OCCSc1ncnc2c1oc1ccccc12	4
COCCCN1C(=O)C(=O)/C(=C(/O)c2ccc(OC)cc2)C1c1ccc(O)c(OC)c1 (stereo unspecified)	6
COc1cc(NS(=O)(=O)c2ccc(Br)cc2)c(OC)cc1NC(=O)c1ccco1	7
COc1ccc(-c2nn(-c3ccccc3)cc2/C=N/n2cnnc2)cc1OC	-4
CC(C)(C)NS(=O)(=O)c1ccc(CCC(=O)N2CCOCC2)cc1	-20
CCOC(=O)CS(=O)(=O)c1ccc(C(F)(F)F)cn1	-3
O=c1[nH]c(=O)n(C2OC(CO)C(O)C2O)cc1F (stereo unspecified)	-6
CCCC(=O)NCCc1cc2cc(C)c(C)cc2[nH]c1=O	-5
COc1cccc(CNc2nc3nc(C)cc(C)n3n2)c1	-8
CCc1cc(=O)oc2c(C)c(O)c(CN3CCCCC3)cc12	0
COc1cc(OC)c(C(=O)NCC(c2cccs2)N(C)C)cc1OC (stereo unspecified)	-2
Cc1nc2nc3c(cn2n1)C(=O)CC(C)(C)C3	-31
O=C(NC1CCCC1)c1cccc(NC(=O)c2ccco2)c1	2
O=C(/C=C/Nc1ccc(F)cc1)c1ccc(Oc2ncccn2)cc1	-6

Arranged by the number under ARNT-TACC3 inh (ascending): 5 of the compounds above
SMILES	ARNT-TACC3 inh
CC(C)(C)NS(=O)(=O)c1ccc(CCC(=O)N2CCOCC2)cc1	-20
CCOC(=O)CS(=O)(=O)c1ccc(C(F)(F)F)cn1	-3
COc1ccc(-n2ncc3c(NCc4ccc5c(c4)OCO5)ncnc32)cc1	1
COc1cc(NS(=O)(=O)c2ccc(Br)cc2)c(OC)cc1NC(=O)c1ccco1	7
[O-]C(=C(C(=S)Nc1cccc2ccccc12)[n+]1ccccc1)c1ccc2c(c1)OCCO2	9

Following part.
SMILES	ARNT-TACC3 inh
COc1ccc(-n2cnnc2SCC(=O)Nc2nc(C)c(Cl)cc2Cl)cc1	6
CC1CCCC(NC(=O)Cc2ccc(Br)cc2)C1C (stereo unspecified)	-8
COC(=O)c1ccccc1NC(=S)NC(=O)COc1ccccc1	-10
CC(NC(=O)Cn1ncc(Cl)c(Cl)c1=O)C12CC3CC(CC(C3)C1)C2 (stereo unspecified)	-14
CCn1c(SCCC(=O)O)nnc1-c1cccnc1	-1
Cc1nc(SCC(=O)Nc2ccc(N3CCOCC3)cc2)nc(C)c1C	-7
O=C(Nc1ccc2c(c1)OCO2)c1ccc(Cl)nc1	-5
COc1cc2c(cc1OC)C(c1ccc3c(c1)OCO3)C1=C(CC(C)(C)CC1=O)N2 (stereo unspecified)	6
COC(=O)C(C)N(C(=O)c1cccc2ccccc12)c1c(C)cccc1C (stereo unspecified)	1
O=C(Nc1c(Br)cc2c(c1Br)Cc1ccccc1-2)C(F)(F)F	-7
Cc1ccc(C)c(NC(=O)COC(=O)CC2c3ccccc3CCN2S(=O)(=O)c2ccc(F)cc2)c1 (stereo unspecified)	-7
CC(C)(C)C(=O)Nc1nnc(SCc2ccc(F)cc2)s1	-2
COC(=O)/C(=C\Nc1ccc(Cl)c2ccccc12)c1ncc(C(F)(F)F)cc1Cl	2
COc1ccc(-c2cc(-c3ccccc3O)[nH]n2)cc1	-5
COC(=O)c1cccc(NC(=O)c2cccs2)c1C	5
CN(C)CCCNC(=O)CCc1nc2ccccc2c(=O)[nH]1	-2
CCc1ccc2[nH]c(O)c(N=Nc3nc(-c4ccccc4)cs3)c2c1	22
Cc1ccc(S(=O)(=O)NC(CC(=O)NCc2ccco2)c2ccco2)cc1 (stereo unspecified)	-16
CCOC(=O)c1ccc(C(=O)OCC)nc1	7
Cc1cc(C)n2nc(SCC(=O)N(C)c3c(N)n(Cc4ccccc4)c(=O)[nH]c3=O)nc2n1	2
COc1ccc(N2CCN(C3CC(=O)N(C)C3=O)CC2)cc1 (stereo unspecified)	1
COC(=O)c1ccc2c(=O)n(CCCCCC(=O)N3CCN(c4ccc(F)cc4)CC3)c(=O)[nH]c2c1	5
CCOC(=O)c1cccc(NC(=O)C2(S(=O)(=O)c3ccc(C)cc3)CC2)c1	-1
O=C(Nc1cnc2ccccc2c1)N1CCCCC1	-7
Cc1sc2nc(CC(N)=O)[nH]c(=O)c2c1-c1ccccc1	-4
CC(=NCCc1ccccc1)C1=C(O)CCC1=O	-2
Fc1ccc(C(CCCn2nnc(-c3cccnc3)n2)c2ccc(F)cc2)cc1	24
COc1ccc(NC2CC(=O)N(C)C2=O)cc1 (stereo unspecified)	3
C(/C=C/C=C/Nc1ccccc1)=Nc1ccccc1	9
CCOC(=O)c1c(C)nc(-c2ccccc2)nc1NC(=O)CC	-2
Clc1ccc(-c2nc3ncccn3c2Cl)cc1	-3
CC1(C)CC(=O)C=C(NCc2cccs2)C1	-4
CCOC(=O)N1CCC(NC(=O)C2CCN(c3ccc(N4CCOCC4)nn3)CC2)CC1	-4
COc1cc2c(cc1NC(=O)c1cccc([N+](=O)[O-])c1)oc1ccccc12	0
CC(=O)C1=C(O)C(=O)N(CCc2c[nH]c3ccccc23)C1c1ccc(O)cc1 (stereo unspecified)	0
CCCn1c(=O)c2ccccc2n2c(SCC(=O)c3cc(C)n(CCOC)c3C)nnc12	7
CCNS(=O)(=O)c1cc(S(C)(=O)=O)ccc1Cl	-6
Cc1nn(Cc2ccc([N+](=O)[O-])cc2)c(=O)n1-c1c(F)cccc1F	12
CCN(CC)CCCOC(=O)C1(c2ccccc2)CCCC1	-3
CC1(C)CC(=O)C2=C(C1)N(Cc1ccco1)C(=O)C2(O)C(F)(F)F (stereo unspecified)	-5
CCOC(=O)c1ccccc1NC(=O)CN(c1ccc(OCC)cc1)S(C)(=O)=O	1
CCOc1ccc(-c2cc(CCCC(=O)Nc3cc(OC)ccc3OC)no2)cc1	-2
CC(=NCc1ccco1)c1c(C)[nH]n(-c2nc3ccccc3s2)c1=O	2
N/C(=C/C(=O)c1ccccc1O)C(F)(F)F	-1
COc1cccc(C(=O)CSc2nnnn2C2CCCCC2)c1	4
Cc1nc(NC(=O)c2cc3c(C)nn(-c4ccccc4)c3s2)sc1C(=O)Nc1ccccc1	-3
O=C(CSc1ccccn1)N1CCN(C(=O)CSc2ccccn2)CC1	-9
CCCN1C(=O)c2ccc(C(=O)NC3CCCCC3)cc2C1=O	-2
CCn1cc(C(=O)NCc2cccnc2)c(=O)c2cc(F)c(N3CCN(C(=O)c4ccco4)CC3)cc21	2
COc1ccc(-c2n[nH]c(C)c2-c2ccc(Cl)cc2)c(O)c1	-1
CC(=O)N1CCN(C(=O)CCc2nc3sc4c(c3c(=O)[nH]2)CCCC4)CC1	-4
CCOc1ccc(C(=O)OCC(=O)NCc2ccco2)cc1OCC	-10
CSc1nc(SCCO)c2sc3nc(-c4ccco4)c4c(c3c2n1)CC(C)(C)OC4	-3
CCCCNCCCCOc1ccccc1	2
Oc1cccc(CN2CCCCC2)c1	-22
C(=C\c1ccccc1)/C=N/Nc1nc(N2CCOCC2)nc(N2CCOCC2)n1	-5
COC(=O)c1cc(Br)c(=O)n(CCc2ccc(F)cc2)c1	-2
CCOC(Cn1c(CCCO)nc2ccccc21)OCC	-1
O=C(Oc1c(Cl)cc(Cl)c2cccnc12)c1ccco1	15
CCOC(=O)c1c2c(n(-c3ccc(OC)cc3)c1C)C(=O)C(=O)c1ccccc1-2	26

(more compounds)
SMILES	ARNT-TACC3 inh
Cn1cc(/C=C2/SC(=O)N(CC(=O)Nc3ccc4c(c3)OCO4)C2=O)c2ccccc21	9
CCc1ccc(N2C(=O)CC(c3ccc(F)cc3)C3=C2COC3=O)cc1 (stereo unspecified)	-2
NC(=S)Nc1cccc2cnccc12	-29
CN(C)S(=O)(=O)c1ccc2oc(SCC(N)=O)nc2c1	1
CCC(C)N1C(=O)c2ccccc2C1C(=O)NC1CCCCCC1 (stereo unspecified)	-3
FC(F)(F)c1cccc(NCc2cn3cccnc3n2)c1	11

Screening data: PubChem BioAssay, Broad Institute
